VLA-4 inh – inhibition in human VLA-4 binding assay, primary screen, VLA-4 allosteric modulator project, MLPCN library, flow cytometry, VLA-4 expressing cells | ligand binding flow cytometry | inhibition, % (about 7 µM as worked out from the volumes in the protocol) | hit rate 0.2% among 330,000 | AID 2557, 2010; in the data active = inhibition above about 50%
AGP1-GFP MLPCN – modulators of AGP1-GFP expression in yeast TOR pathway, primary screen, cell-based, multiplex flow cytometry, S. cerevisiae, MLPCN library | 3 h; GFP as percent of DMSO wells | GFP response vs DMSO, % at 10 µM | hit rate 0.02% among 320,000 | AID 2066, 2009;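 active = GFP response relative to DMSO above a set limit, near screen average plus 3 SD, cut at about 150% in these data; inconclusive = fewer than 70 cells counted for the yeast strain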;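 note: median GFP channel fluorescence of the gated AGP1 strain per well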
GLD-1 TGE inh – GLD-1/TGE RNA complex disruptors, primary screen, biochemical, fluorescence polarization; purified GLD-1 + fluorescein TGE RNA; inhibition, % at 5.96 µM; hit rate 0.44% among 320,000; AID 2280, 2010;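 active = percent inhibition above a per-plate cutoff, the plate mean of test compounds plus 3 SD, cut at about 30% in these data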;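 note: 0% = DMSO wells with GLD-1 and probe and 100% = wells lacking GLD-1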
Target sequence (Q17339 whole entry, looked up): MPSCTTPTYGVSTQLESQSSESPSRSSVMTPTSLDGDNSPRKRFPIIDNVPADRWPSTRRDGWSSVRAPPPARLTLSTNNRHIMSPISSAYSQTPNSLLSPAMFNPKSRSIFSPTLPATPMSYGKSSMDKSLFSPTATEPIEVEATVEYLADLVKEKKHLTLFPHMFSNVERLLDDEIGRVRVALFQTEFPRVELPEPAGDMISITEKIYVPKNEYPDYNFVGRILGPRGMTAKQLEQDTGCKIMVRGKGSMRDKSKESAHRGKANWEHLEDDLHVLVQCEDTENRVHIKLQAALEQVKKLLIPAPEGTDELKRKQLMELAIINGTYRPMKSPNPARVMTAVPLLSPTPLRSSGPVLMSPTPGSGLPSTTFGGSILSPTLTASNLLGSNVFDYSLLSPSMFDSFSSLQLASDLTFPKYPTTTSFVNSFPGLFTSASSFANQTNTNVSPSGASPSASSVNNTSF
BCLXL inh – inhibitors of human Bcl-xL, primary screen, biochemical, fluorescence polarization, HTS; Bcl-2-like protein 1 (Homo sapiens), Q07817; GST-Bcl-xL / FITC-Bim BH3 peptide fluorescence polarization; inhibition, % at 10.9 µM; hit rate 0.7% among 320,000; AID 2129, 2009;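 active = inhibition above the mean of all tested compounds plus 3 SD, cutoff set per campaign, cut at about 30% in these data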;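 note: 0% = DMSO wells and 100% = unlabeled Bim-BH3 peptide competitor; inhibitors lower millipolarization by displacing the labeled peptide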
Target sequence (Q07817 whole entry, looked up): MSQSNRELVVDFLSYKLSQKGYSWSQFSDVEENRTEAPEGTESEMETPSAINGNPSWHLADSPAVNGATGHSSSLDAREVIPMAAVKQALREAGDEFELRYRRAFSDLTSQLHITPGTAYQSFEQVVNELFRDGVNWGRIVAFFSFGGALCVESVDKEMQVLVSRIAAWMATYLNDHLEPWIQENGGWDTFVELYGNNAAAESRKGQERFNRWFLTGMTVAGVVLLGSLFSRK
MEX-5 binding – MEX-5 zinc finger RNA-binding disruptors – biochemical, C. elegans, fluorescence polarization, MLPCN library, primary screen. activity score (negative = inhibition of binding), % at 10 µM. hit rate 0.38% among 300,000. MEX-5/FITC-TCR2 RNA binding; active compounds read low;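 active = inhibition past about -25% in most replicates, and total fluorescence under double the plate's negative control median, limit read from the data; inconclusive = replicates evenly split on the limit, or fluorescence at least double controls; inactive = too little inhibition in most replicates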;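 note: 0% = DMSO and -100% = 5 µM competing unlabeled TCR2 RNA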
MCL1 BIM primary – inhibitors of MCL1 binding to BIM-BH3, primary screen, biochemical, fluorescence polarization; Induced myeloid leukemia cell differentiation protein Mcl-1 (Homo sapiens), Q07820; GST-MCL1 / FITC-Bim-BH3 fluorescence polarization; inhibition, % at 10.9 µM; hit rate 0.68% among 320,000;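 active = inhibition above the mean inhibition of all tested compounds plus 3 SD, set per campaign, cut at about 40% in these data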;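 note: 0% = DMSO wells and 100% = unlabeled Bim-BH3 peptide control; higher means more loss of mP so more displacement of Bim peptide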
Target sequence (Q07820 whole entry, looked up): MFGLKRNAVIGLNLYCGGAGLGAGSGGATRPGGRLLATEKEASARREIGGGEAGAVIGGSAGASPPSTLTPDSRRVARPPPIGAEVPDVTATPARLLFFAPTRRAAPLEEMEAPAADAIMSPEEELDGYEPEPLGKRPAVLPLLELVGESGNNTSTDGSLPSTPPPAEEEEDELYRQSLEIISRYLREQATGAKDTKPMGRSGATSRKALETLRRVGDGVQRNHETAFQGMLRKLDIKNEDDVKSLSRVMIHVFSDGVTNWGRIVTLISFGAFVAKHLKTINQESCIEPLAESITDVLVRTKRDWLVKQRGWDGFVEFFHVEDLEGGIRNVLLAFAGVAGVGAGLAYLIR
CIT2 TOR yeast – modulators of CIT2-GFP expression in yeast, primary screen, S. cerevisiae, GFP fusion, multiplex flow cytometry, MLPCN library. S. cerevisiae CIT2-GFP strain, 3 h; 100 means same as DMSO wells. GFP response vs DMSO, % at 10 µM. hit rate 0.065% among 320,000. AID 2029, 2009;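 active = GFP response relative to DMSO above a set limit, near the screen mean plus 3 SD, cut at about 150% in these data; inconclusive = Fewer than 70 cells measured for a yeast strain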;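 note: ratio of well median GFP fluorescence to mean of DMSO wells on the plate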
GRK2 aptamer HTS – compounds blocking aptamer binding on GRK2 – biochemical, human GRK2, bead flow cytometry, HTS, primary screen. FAM-aptamer displacement from GRK2. inhibition of aptamer binding, % at 10 µM. hit rate 0.59% among 330,000. AID 488847, 2010;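 active = inhibition of aptamer binding above 40%, roughly 3 SD of noise, on plates passing a quality check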;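 note: median bead fluorescence of bound FAM aptamer so fluorescent compounds give negative values; no value below 0 was filed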
Fam108B counter – mouse Fam108B serine hydrolase inhibitors, primary screen, counter-screen for RBBP9 inhibitor project, biochemical, fluorescence polarization. AID 1947, 2009. recombinant Fam108B, FP-Rh probe fluorescence polarization. inhibition, % at 9.51 µM. hit rate 0.33% among 300,000;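 active = inhibition above the screen mean inhibition plus 3 SD, computed separately per campaign, cut at about 18% in these data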;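 note: inhibitors lower polarization as less probe binds the enzyme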
The depositor's hits bear a star; i = inactive; ? = inconclusive; / = no result given. Rows are unselected; 2.2% or so of the library scored in one or more.

SMILES	VLA-4 inh	AGP1-GFP MLPCN	GLD-1 TGE inh	BCLXL inh	MEX-5 binding	MCL1 BIM primary	CIT2 TOR yeast	GRK2 aptamer HTS	Fam108B counter
COC(=O)c1ccccc1NC(=O)CN1CCCCC1	5.7	106.9	1.7	1.9	0.3	6.0	108.4	0.0	-3.6
COc1cccc(NC(=O)CN(c2cccc(F)c2)S(C)(=O)=O)c1	18.0	106.6	7.0	5.7	-2.2	2.6	99.1	0.0	-3.7
Cc1ccc([N+](=O)[O-])cc1NC(=O)Cc1ccc(F)cc1	9.0	101.7	5.7	5.5	0.1	11.3	98.6	0.0	3.1
COc1ccc(-c2cn(Cc3ccc(C(N)=O)cc3)c(-c3ccncc3)n2)cc1	-1.7	109.3	8.1	2.6	/	-0.5	103.3	3.0	4.0
CCCCNC(=S)NNC(=O)CCn1cc(C)cn1	17.4	107.5	6.3	5.9	0.0	11.9	105.6	2.0	-3.0
COc1ccc(-c2cc(=O)oc3cc(OC(C)C(=O)NCC4CCC(C(=O)O)CC4)ccc23)cc1 (stereo unspecified)	11.0	104.2	-1.3	11.0	-0.1	4.8	100.6	0.0	0.6
O=c1cc(CSc2ccccc2)[nH]c(=S)[nH]1	-3.2	104.5	-1.7	6.8	1.2	3.6	96.5	2.0	0.9
CN1CCN(C2=C(Cl)C(=O)N(CCc3ccccc3)C2=O)CC1	6.2	101.1	30.2	51.0*	-1.3	54.4*	99.2	1.0	-2.7
CCCC1Cc2nc(Cl)c(C#N)cc2CO1 (stereo unspecified)	6.1	99.2	-4.4	4.3	1.0	9.3	92.2	0.0	-2.1
O=C(CCN1C(=O)c2ccccc2C1=O)NC(=S)Nc1cccc(Cl)c1	8.8	86.8	-0.6	2.9	0.0	-3.0	86.9	0.0	0.9
COC(=O)c1nc2n(n1)C(c1ccc(OC)c(OC)c1)C(C(=O)OC1CCCCC1)=C(C)N2 (stereo unspecified)	3.3	100.1	4.1	-1.1	-1.0	-4.6	105.2	1.0	-4.1
CCOC(=O)c1nnsc1N	2.8	/	-2.5	6.6	-0.9	5.8	/	0.0	3.0
O=C(NNC(=O)c1ccco1)c1ccccc1	12.9	103.0	8.1	4.2	-3.2	11.8	103.5	4.0	-3.9
Cc1cccc(/C=N/NC(=O)C2CCCNC2=O)c1 (stereo unspecified)	4.1	/	1.0	4.8	0.5	2.3	/	0.0	2.7
CCCCC1CCC(C(=O)OCC(=O)N(CCOC)c2c(N)n(Cc3ccccc3)c(=O)[nH]c2=O)CC1 (stereo unspecified)	-13.0	98.0	-3.0	-7.6	-0.5	-12.3	89.9	0.0	-1.6
O=C(c1cccnc1)N(Cc1ccccc1)c1ccccc1	-0.3	97.8	0.2	5.5	0.0	4.3	101.4	1.0	1.5
C/C(=N/Nc1nc(C)cc(-c2ccccc2)n1)c1ccco1	2.6	99.9	-0.8	8.0	-1.5	3.4	96.5	3.0	0.5
COc1cccc2c1OC1(C)CC2N(C(=O)c2ccco2)C(=S)N1c1ccc(F)cc1 (stereo unspecified)	-15.8	98.8	-1.6	7.0	3.9	3.5	110.7	3.0	4.3
CC1CCCC(C)N1C(=O)CSc1nc2c(c(=O)n(C)c(=O)n2C)n1C (stereo unspecified)	-2.7	101.8	4.8	5.1	3.0	-4.2	100.0	0.0	-1.8
COc1ccc(C2CC(c3ccccc3)Nc3nc(NC(=O)c4ccco4)nn32)cc1 (stereo unspecified)	5.1	93.6	1.2	13.9	0.4	3.1	95.0	1.0	2.6
O=C(Cn1c(CO)nc2ccccc21)NCc1ccc2c(c1)OCO2	-4.8	113.2	-4.3	-10.3	-0.9	-6.3	106.3	0.0	-2.2
COc1ccc(S(=O)(=O)N2CCC(C(=O)NCCc3ccccc3)CC2)cc1	-5.8	97.7	-3.1	1.7	0.7	10.4	116.5	0.0	-5.5
CCOC(=O)c1c(C)[nH]c(C(=O)COC(=O)COc2ccc(OC)cc2)c1C	7.9	100.0	1.8	-2.6	0.8	1.6	104.5	70.0*	2.6
Oc1cc(-n2cccn2)c(O)cc1-n1cccn1	8.7	95.8	18.8	13.2	0.3	8.5	97.5	0.0	-3.3
Cc1ccc(OCCCCCCN2CCNCC2)c(Br)c1	7.2	110.7	6.0	-1.7	-0.8	-3.1	98.4	0.0	-0.4

Additional compounds follow.
SMILES	VLA-4 inh	AGP1-GFP MLPCN	GLD-1 TGE inh	BCLXL inh	MEX-5 binding	MCL1 BIM primary	CIT2 TOR yeast	GRK2 aptamer HTS	Fam108B counter
O=C(Cn1c(=O)n(CCCC(=O)NC2CCCC2)c(=O)c2ccccc21)NCCC1=CCCCC1	7.9	102.8	6.0	5.4	-0.6	-5.9	103.4	2.0	-0.6
C[N+]1(CCCOC(=O)C2(c3ccccc3)CCCC2)CCOCC1	-15.2	101.2	-11.5	-23.9	-4.6	-31.3	104.3	0.0	-1.2
O=C(c1ccc2c(c1)OCO2)C1CCCN(C(=O)NCc2ccccc2)C1 (stereo unspecified)	12.7	97.8	6.7	4.2	-0.8	1.8	106.9	2.0	-2.3
Cc1ccc(NC2CCCN(C(=O)c3cn4cccc(C)c4n3)C2)cc1C (stereo unspecified)	20.2	91.8	/	/	1.8	/	91.5	3.0	/
CCCSc1nnc(NC(=O)c2nc(SC)ncc2Cl)s1	1.1	86.5	-4.7	0.7	/	-7.9	81.9	0.0	-0.6
COc1cccc(-n2nnc3c(=O)n(Cc4ccc(Br)cc4)cnc32)c1	0.8	93.5	-1.9	-0.7	/	-3.3	97.6	0.0	-9.7
COc1ccc(NC(=O)C2CCN(c3ncnc4c3nc3n4CCCCC3)CC2)c(OC)c1	1.3	97.9	-8.4	0.8	-0.4	6.2	100.8	1.0	-3.3
CCO[C@H]1OC(C(=O)N2CCCCCCC2)=C[C@@H](c2ccccc2)[C@@H]1CCCO	/	/	1.4	2.0	0.9	2.8	/	/	2.9
Cc1ccc2[nH]c(C(=O)N3CCN(C=O)CC3)cc2c1	8.2	82.8	0.1	0.7	2.8	-2.6	85.2	0.0	-2.3
CC(=O)Nc1cccc(-c2csc(Nc3cc(C)ccn3)n2)c1	2.7	88.5	-2.6	0.0	0.8	2.0	88.6	0.0	-1.6
COc1ccc(/C=C2\SC(=Nc3ccccc3OC)NC2=O)cc1	5.2	90.6	-2.0	-1.2	-2.3	-9.8	90.6	0.0	-3.6
COc1ccc(CC(=O)NCc2n[nH]c(=S)n2-c2cccc(C)c2)cc1	8.5	96.4	1.7	-2.0	0.6	-5.5	94.4	0.0	0.2
Cc1ccc(SCC(=O)NCc2cccnc2)cc1	4.7	97.1	-2.3	3.8	0.6	-3.4	97.5	1.0	-0.1
COc1ccc(S(=O)(=O)NC2CCSc3ccccc32)cc1NC(C)=O (stereo unspecified)	4.3	99.9	-0.1	1.7	-0.7	-0.1	104.5	0.0	0.2
COCCSc1ccccc1C(=O)Nc1ccc(Br)cc1	11.2	94.6	1.3	2.8	5.0	6.5	102.0	5.0	3.1
Cc1ccc(NC(=O)COC(=O)CC2SC(N3CCCC3)=NC2=O)cc1 (stereo unspecified)	9.1	91.0	0.2	-3.3	/	-0.7	96.5	3.0	/
COc1ccc(OCC(=O)NC(=S)NNC(=O)COc2ccc(Br)cc2Cl)cc1	-3.6	106.1	-6.8	4.5	-2.0	7.7	93.6	2.0	2.2
CSc1nnc(C)c(=O)[nH]1	14.5	96.3	2.3	2.8	-0.6	2.6	97.1	1.0	3.7
CN(CCCC1CCCC1)C(=O)CCc1nnc(-c2ccccc2)o1	3.8	?	3.9	3.9	-0.9	10.8	103.3	0.0	0.0
C=CCN(C(=O)CNS(=O)(=O)c1ccccc1)C(C(=O)NCCOC)c1cccnc1 (stereo unspecified)	5.5	109.1	2.3	4.7	0.5	1.9	112.1	2.0	0.2
COc1ccc(CC(=O)N(CCC2=CCCCC2)c2c(N)n(Cc3ccccc3)c(=O)[nH]c2=O)cc1OC	-12.0	120.0	2.4	0.2	-0.1	-4.1	127.8	12.0	3.7
S=C(Nc1cccc(Cl)c1)N1CCN(c2ccccn2)CC1	7.5	98.4	-3.9	3.9	-1.0	7.9	102.9	1.0	-0.1
CC1CCN(S(=O)(=O)c2ccc(C(=O)Nc3ccccn3)cc2)CC1	6.9	85.1	-1.7	2.1	1.0	-4.3	86.6	0.0	0.8
Cc1cccc(OCC(=O)O/N=C(\N)c2ccc(Cl)cc2)c1	-1.9	95.8	-10.1	-0.5	1.0	1.3	95.8	0.0	-3.8
CN1/C(=C\C(=O)COC(=O)c2ccc(O)c(O)c2)C(C)(C)c2ccccc21	i	102.0	5.3	17.1	0.2	15.3	/	1.0	-11.3

New compounds follow:
SMILES	VLA-4 inh	AGP1-GFP MLPCN	GLD-1 TGE inh	BCLXL inh	MEX-5 binding	MCL1 BIM primary	CIT2 TOR yeast	GRK2 aptamer HTS	Fam108B counter
Cc1ccc(-n2nc(C)c3c(C)c(CCC(=O)NCCCOC(C)C)c(C)nc32)cc1	8.5	93.5	/	/	-0.2	/	95.0	0.0	/
Cc1ccnc(NC(=O)CCCOc2cc(=O)n(C)c3ccccc23)c1	11.4	99.2	1.6	2.7	-1.6	-4.7	101.6	1.0	1.0
CCOCCCNC(=O)CC1Oc2ccc(C)cc2NC1=O (stereo unspecified)	-3.9	107.6	4.3	1.8	0.0	1.9	101.1	0.0	-2.0
CCC(Oc1ccccc1)C(=O)Nc1ccccc1C(=O)N1CCOCC1 (stereo unspecified)	4.4	91.3	-0.7	1.4	0.0	-4.4	/	0.0	-0.5
Cc1n[nH]c(C)c1S(=O)(=O)Nc1ccc2c(c1)OCCO2	11.1	92.0	2.6	2.2	0.4	-7.2	88.6	2.0	1.6
Cc1ccc2nc(-c3ccc(NC(=O)CN4CCN(C(=O)c5ccco5)CC4)cc3)sc2c1	4.0	98.8	1.4	-3.5	-0.4	5.4	93.4	1.0	0.8
O=C(CSc1ncccn1)n1c2c(c3ccccc31)CCCC2	-18.0	91.7	-1.3	3.4	-3.8	1.5	91.8	0.0	-4.5
CCOc1ccccc1-n1nnnc1SCC(=O)O	2.1	107.2	1.6	5.2	2.8	8.0	111.9	0.0	-3.5
CCOc1ccccc1NC(=O)CSc1nc(=O)n(CCCN2CCOCC2)c2c1CCCC2	17.4	104.9	-1.4	5.3	1.2	2.8	100.8	2.0	1.8
O=C(NCc1ccc(F)cc1)C1CCCN1C(=O)Nc1cccc(F)c1 (stereo unspecified)	13.4	106.1	4.0	6.8	2.9	7.7	104.2	0.0	-0.2
Cc1ccccc1C(=O)c1cccn1CC(=O)NCCC1=CCCCC1	-12.2	96.6	-1.1	1.0	-0.7	1.2	101.7	0.0	1.1
O=C(CSc1ccccc1)Nc1nnc(-c2ccco2)o1	14.6	100.8	4.8	4.3	2.9	8.2	105.5	1.0	-1.9

Bioassay records: PubChem, several laboratories
